Bioassay records from PubChem BioAssay.
miR-122 sensor – miR-122 Renilla sensor signal increase in Huh7, primary screen, miR-122 inhibitor project, cell-based, single point, plate reader. hit rate 0.3% among 340,000. Huh7 miR-122 Renilla luciferase sensor, 48 h; neutral wells = 0, positive control = 100. activation (reporter increase), % at 12.5 µM;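 active = mean replicate activation score at least 90 and every replicate individually at or above 90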;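 note: higher luciferase means less miR-122 activity so hits act as miR-122 inhibitors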
Casp6 inh – human caspase-6 inhibitors, primary screen, biochemical, VEID-R110 fluorescence, single point, set 2; AID 686996, 2013; inhibition, % at 12.5 µM; hit rate 0.53% among 350,000; purified caspase-6, Z-VEID-R110 cleavage fluorescence; P55212;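 active = mean inhibition across replicates at least about 35%, with every replicate also reaching that limit, limit read from the data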;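 note: 0% = median of neutral control wells and 100% = no fluorescence left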
Target sequence (P55212 24-179 limits assumed): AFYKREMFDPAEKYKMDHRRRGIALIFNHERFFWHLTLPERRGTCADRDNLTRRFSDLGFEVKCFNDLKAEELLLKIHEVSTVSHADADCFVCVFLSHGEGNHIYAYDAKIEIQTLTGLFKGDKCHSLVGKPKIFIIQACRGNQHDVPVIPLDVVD
Target sequence (P55212 194-293 limits assumed): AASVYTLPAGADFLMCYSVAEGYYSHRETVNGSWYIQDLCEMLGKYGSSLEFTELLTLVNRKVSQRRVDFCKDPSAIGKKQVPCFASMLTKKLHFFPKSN
PGC1a acetyl inh – inhibitors of PGC1a acetylation signal, primary screen, cell-based, U2OS, AlphaScreen, inhibitor mode. hit rate 0.17% among 350,000. AID 651687, 2012. AlphaScreen anti-acetyl-lysine; with virally co-expressed GCN5 acetyltransferase. inhibition, % at 15.6 µM;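 active = every replicate shows inhibition of at least 40%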;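 note: 0% = neutral control wells and 100% = positive control wells; some results beyond the cut were filed as inactive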
EWS-Fli block – EWS/Fli-driven NR0B1 reporter inhibitors, primary screen, A673 cells, NR0B1 luciferase, luminescence, MLPCN library | inhibition, % at 12.6 µM | AID 651661, 2012 | hit rate 0.67% among 350,000 | viability-normalised;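 active = mean inhibition of at least 50% after viability correction, with every replicate also passing that limit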;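 note: firefly luciferase signal divided by Alamar Blue viability fluorescence both relative to DMSO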
LGR2 inh – inhibitors of bursicon-induced LGR2 CRE-luciferase signal, primary screen, cell-based, HEK293, CRE-luciferase reporter, bursicon stimulation | Drosophila bursicon receptor LGR2 (rickets) | bursicon-stimulated, 4 h | inhibition, % at 9.99 µM | hit rate 0.35% among 380,000 | AID 720647, 2013;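 active = drop in luminescence signal, shown as inhibition above about 50% in the replicate tests, limit read from the data, passing the limit was not always enough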;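 note: agonist challenge used bursicon conditioned medium at about half maximal strength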
FN deposit inh – inhibitors of fibronectin matrix deposition, primary screen, AH1F cells, Alexa488-fibronectin fluorescence, plate reader; AH1F fibroblasts, overnight; inhibition, % at 12.6 µM; hit rate 0.086% among 350,000;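 active = mean inhibition across replicates of 30% or more, regardless of how many single replicates reach that level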;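 note: positive control wells lacked labelled fibronectin entirely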
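material = AH1F fibroblast monolayer depositing Alexa488-labelled fibronectin into matrix | amount = 10000 AH1F cells/well | buffer or medium = DMEM plus 2% serum, read in PBS | incubation = 1 h cell adhesion before compound, then overnight fibronectin incubation | detection = fluorescence at 485 nm excitation, 525 nm emission | evaluation = percent inhibition as loss of matrix-bound fibronectin fluorescence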
PAX8 inh HTS – inhibitors of PAX8-driven TPO luciferase reporter, primary screen, RMG-I cells, single concentration; SteadyGlo, 24 h; inhibition, % at 12.6 µM; hit rate 1.2% among 360,000; AID 652154, 2013;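 active = mean replicate inhibition at least 60% with every replicate also reaching 60%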;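 note: luciferase light reporting Pax8 driven TPO promoter activity; plate controls were median of neutral control wells for no effect and mitoxantrone controls for full effect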
Cneo AK release – Cryptococcus neoformans cell lysis inducers, primary screen, AK release luminescence, single concentration; AID 651654, 2012; C. neoformans lysis, adenylate kinase release luminescence, 4 h; normalised: neutral wells 0, clomiphene wells 100; hit rate 0.2% among 360,000; lysis activity, % at 15 µM;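 active = mean lysis activity across replicates of at least 80%, whatever share of replicates individually reach that level; inactive = mean lysis activity below 80%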
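Signal: Adenylate kinase release luminescence | Assay system: Log-phase Cryptococcus neoformans yeast cells | Input: Cells at 5 × 10^6 per mL | Buffer or medium: Fresh YPD growth medium | Compound: Single dose | Schedule: Static 4 h at 37 °C with compound, 1 h detection | Controls: Clomiphene | Read-out: Luminescence rise reflecting yeast cell lysis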
Numbers without * were called inactive; nt = no result given; & = joins results of further samples; [ ] = another dose, or the depositor's remark.

mol	miR-122 sensor	Casp6 inh	PGC1a acetyl inh	EWS-Fli block	LGR2 inh	FN deposit inh	PAX8 inh HTS	Cneo AK release
CC(C)N1CCN(c2ccncc2S(=O)(=O)N2CCN(C)CC2)CC1	nt	nt	nt	-9	-19	0	22	0
C/C(=N\OCC(=O)OCC(=O)N(C)c1ccccc1)c1ccc2c(c1)OCO2	-5	0	6	-9	2	-3	-1	1
Cc1ccc2nc(N3C(=O)C(O)=C(C(=O)c4ccco4)C3c3cccc(O)c3)sc2c1 (configuration not stated)	4	34	nt	-42	-17	2	-57	-2
COc1ccc(/C=C/C(=O)N(C)CC(=O)Nc2cccc(F)c2)cc1S(=O)(=O)N1CCCCC1	35	4	-10	0	20	3	48	1
O=C(C[C@@H]1CC[C@H]2[C@@H](COC[C@@H](O)CN2C(=O)Nc2cccc(Cl)c2)O1)N1CCCCC1	-5[16.7 µM]	6	16	-34	-19	5	-36	-9
COc1ccc(N2CCOCC2)c(NC(=O)c2cc3ccccc3o2)c1	5	6	nt	2	-11	13	22	-1
O=C1NC(Cc2ccc(O)cc2)c2nc3ccccc3c(=O)n2-c2ccccc21 (configuration not stated)	nt	7	nt	-9	-4	0	-15	nt
Cc1ccc(S(=O)(=O)N2CCN(C)CC2)cc1C	0	1	6	5	6	4	-22	-4
COC(=O)Cn1cc(C(=O)OC)cc(Br)c1=O	-2	nt	-9	nt	5	nt	nt	1
CC1Cc2ccccc2N1C(=O)COc1cccc(-n2cnnn2)c1 (configuration not stated)	0	nt	1	nt	nt	1	23	-5

Further entries.
mol	miR-122 sensor	Casp6 inh	PGC1a acetyl inh	EWS-Fli block	LGR2 inh	FN deposit inh	PAX8 inh HTS	Cneo AK release
COCC#Cc1cnc2c(c1)C(=O)N([C@H](C)CO)C[C@H](C)[C@@H](CN(C)C(=O)C1CCC1)O2	5[16.7 µM]	2	4	-13	6	nt	nt	1
COc1ccccc1Nc1ncnc2ccc(C)cc12	5	nt	9	nt	-6	nt	nt	1
COc1c(Cl)cc(Cl)cc1CNCCO	nt	-3	nt	-2	-7	2	-7	nt
CCCOc1ccc(/C=N/NC(=O)c2c(-c3ccccc3)noc2C)cc1OC	-2	2	nt	-3	-12	0	-6	2
COC(=O)CCC(=O)NS(=O)(=O)c1ccc(N=NN2CCOCC2)cc1	nt	5	nt	-1	2	-1	8	nt
C[C@@H]1CCCCO[C@H](CN(C)S(=O)(=O)c2cccs2)[C@@H](C)CN([C@H](C)CO)C(=O)c2cc(NC(=O)Nc3ccc(C(F)(F)F)cc3)ccc2O1	27[16.7 µM]	3	10	-11	7	nt	11	0
O=C1NC(c2ccccc2)(C(F)(F)F)SC2=NCCCN12 (configuration not stated)	2	nt	3	nt	-6	nt	nt	-1
O=C(O)CCNC(=O)/C(=C/c1ccco1)NC(=O)c1ccco1	-3	4	9	9	1	-1	17	-8
O=C(c1cccnc1)N1C[C@@H]2[C@H](c3ccccc31)[C@H](CO)N2C(=O)CN1CCOCC1	21[16.7 µM]	nt	13	-3	-9	nt	-4	6
Cc1nn(CCC#N)c(N)c1C1(O)C(=O)Nc2c(Cl)cc(Cl)cc21 (configuration not stated)	-4	8	3	22	2	4	28	1

Additional compounds follow:
mol	miR-122 sensor	Casp6 inh	PGC1a acetyl inh	EWS-Fli block	LGR2 inh	FN deposit inh	PAX8 inh HTS	Cneo AK release
O=C1NC[C@@H](CCCCN2C[C@H](Cc3ccccc3)N(CC3CCCCC3)C(=O)C2=O)N(CCc2ccc(O)cc2)C1=O	nt	10	nt	-9	11	nt	16	nt
CC(NC(=O)CCCCCCN1C(=O)c2ccccc2C1=O)c1ccc2c(c1)CCCC2 (configuration not stated)	-7	0	nt	1	12	0	-7	nt
O=C(Nc1cccc(OCC(=O)N2CCOCC2)c1)c1ccc(C(F)(F)F)cc1	0	6	2	-10	-4	-1	-15	-3
CCCC(C(=O)NC(C)(C)CC)N(CC1CCCO1)C(=O)CNS(=O)(=O)c1ccc(F)cc1 (configuration not stated)	4	1	nt	7	1	-1	-3	2
COc1cc2c(cc1OC)CN(CC(=O)Nc1ccc(C)c(C)c1)CC2	-2	0	nt	2	-1	-1	5	-1
CCCc1c(C(=O)N/N=C/C=C/c2ccccc2)nnn1-c1nonc1N	-5	-1	0	1	3	-5	-15	0
CC1CCN(c2nc(N(C)c3ccccc3)nc(N)c2[N+](=O)[O-])CC1	15	3	-8	-27	-31	1	-70	-1
COc1cc(CN2CCCC(C)C2)cc([N+](=O)[O-])c1O (configuration not stated)	-6	nt	-6	nt	4	1	nt	-3
COc1ccc(CCNC(=O)CCCn2c(=O)c3cccn3c3cccnc32)c(OC)c1	9	0	7	-24	-22	-4	9	0
Cc1ccc(S(=O)(=O)N2CCN(C(=O)c3cc(S(=O)(=O)N4CCOCC4)ccc3F)CC2)cc1	-3	2	15	5	-7	-2	-6	0

Going on with the list.
mol	miR-122 sensor	Casp6 inh	PGC1a acetyl inh	EWS-Fli block	LGR2 inh	FN deposit inh	PAX8 inh HTS	Cneo AK release
Cc1cc(C(=O)Nc2cccc3c2O[C@H](CN(C)C(=O)Nc2ccc(C(F)(F)F)cc2)[C@H](C)CN([C@H](C)CO)C3=O)n(C)n1	-3[16.7 µM]	-1	-5	-1	-22	nt	1	42
CCOc1ccc(-c2cn(-c3cccc(SC)c3)c(=O)[nH]2)cc1	0	2	3	9	-54	3	9	3
COCCCNc1nc2nonc2nc1N(C)CC1CCCN1C (configuration not stated)	nt	-3	nt	4	12	2	5	nt
Cn1nnnc1Sc1c(Cl)cccc1[N+](=O)[O-]	-4	nt	-2	nt	5	-8	-5	-4
C[C@@H]1CCCCO[C@H](CN(C)C(=O)Nc2ccc(F)cc2)[C@H](C)CN([C@H](C)CO)C(=O)c2cc(NC(=O)C3CCCCC3)ccc2O1	-9[16.7 µM]	0	-11	19	15	nt	-25	49
CC(=O)OC(CC(=O)O)C[N+](C)(C)C (configuration not stated)	-6	-1	-9	-7	5	-6	-3	-4
Cn1nnc(NC(=S)NC(=O)c2cccc3c(Br)cccc23)n1	nt	0	nt	nt	4	-4	9	-2
C/C=C/c1ccc([C@@H]2[C@@H](CO)N3C(=O)CN(C(=O)c4ccncc4)C[C@@H]23)cc1	nt	1	3	-8	-4	-3	nt	nt
Fc1ccccc1NC(=S)NNc1ncc(C(F)(F)F)cc1Cl	-5	-2	-2	nt	9	6	nt	4
CCOCN(C(=O)Cn1c(COC)nc2ccccc21)c1c(C)cccc1CC	3	nt	-9	nt	nt	-12	22	0

Part of the list above, reduced to LGR2 inh:
mol,LGR2 inh
COCCCNc1nc2nonc2nc1N(C)CC1CCCN1C (configuration not stated),12
Cn1nnnc1Sc1c(Cl)cccc1[N+](=O)[O-],5
C[C@@H]1CCCCO[C@H](CN(C)C(=O)Nc2ccc(F)cc2)[C@H](C)CN([C@H](C)CO)C(=O)c2cc(NC(=O)C3CCCCC3)ccc2O1,15

(listing goes on)
mol	miR-122 sensor	Casp6 inh	PGC1a acetyl inh	EWS-Fli block	LGR2 inh	FN deposit inh	PAX8 inh HTS	Cneo AK release
Cc1ccc2cc(CN(CC3CCCO3)S(=O)(=O)c3ccccc3)c3nnnn3c2c1 (configuration not stated)	14	-1	-32	nt	-23	10	nt	-2
C[C@@H]1CN([C@H](C)CO)C(=O)c2cccc(NS(=O)(=O)c3cn(C)cn3)c2O[C@H]1CN(C)C(=O)Nc1ccc(C(F)(F)F)cc1	2[16.7 µM]	-2	-7	-13	23	-1	nt	3
Cc1noc(C)c1C(=O)OCC(=O)N1CCN(S(=O)(=O)c2ccc3ccccc3c2)CC1	-14	-2	-9	3	-5	-1	0	0
COc1ccc(S(=O)(=O)N2C[C@H](O)COC[C@@H]3O[C@@H](CC(=O)N[C@@H]4CCN(Cc5ccccc5)C4)CC[C@H]32)cc1	-6[16.7 µM]	-26	-2	-8	25	6	7	0
C[C@@H]1CC2[C@@H]3CC[C@H]4CC(=O)CC[C@]4(C)C3=CC[C@]2(C)[C@@]1(O)C(=O)CO (some centres not stated)	nt	1	nt	5	13	3	-1	0
COC(=O)C1=C(C)N(Cc2ccc(Cl)cc2)C(=S)NC1c1ccc(Cl)cc1 (configuration not stated)	nt	-5	nt	-14	14	2	-14	nt
CCOC(=O)CNC(=O)CSc1nnc(Cn2cnc3ccccc32)n1C	nt	nt	-3	nt	nt	0	-9	1
O=C(CSc1nnc(COc2ccccc2)o1)N1CCOCC1	3	2	nt	-14	-5	1	4	nt
O=C(CN1C(=O)C(=O)N(C2CCCC2)C1=O)NCCc1ccc(Cl)cc1Cl	nt	0	nt	2	10	9	-9	4
CNC[C@H]1OCCCC[C@H](C)Oc2ccc(NC(=O)Nc3ccc(OC)cc3)cc2C(=O)N([C@H](C)CO)C[C@@H]1C	1[16.7 µM]	0	5	6	2	0	2	-2

More structures follow.
mol	miR-122 sensor	Casp6 inh	PGC1a acetyl inh	EWS-Fli block	LGR2 inh	FN deposit inh	PAX8 inh HTS	Cneo AK release
COc1cc([N+](=O)[O-])ccc1-c1ccc(/C=N\n2cnnc2)o1	nt	2	nt	5	4	5	9	0
C[C@H]1CN([C@@H](C)CO)C(=O)c2cc(/C=C/c3ccccc3)cnc2O[C@@H]1CN(C)Cc1ccccc1F	-3[16.7 µM]	-2	-3	2	15	nt	12	0
C#CCNC(=O)C1=C[C@H](c2ccc3c(c2)OCO3)[C@@H](CCCO)[C@H](OCC)O1	-3	26&1	-3&1	-9&-2	-1	0	0&-24	-12&-1
C[C@@H]1CN([C@H](C)CO)C(=O)c2cc(NS(=O)(=O)c3ccc(F)cc3)ccc2O[C@H]1CN(C)C(=O)Nc1cccc2ccccc12	-4[16.7 µM]	-1	-4	4	18	nt	nt	-2
O=C(C[C@@H]1C[C@H]2c3cc(NC(=O)CC4CC4)ccc3O[C@H]2[C@@H](CO)O1)NCC1CC1	5[16.7 µM]	-1	5	-11	-1	-3	2	67
Cc1nn(C)c(C(=O)N/N=C/c2ccc(C(F)(F)F)cc2)c1[N+](=O)[O-]	-9	nt	-4	nt	-8	nt	9	2
C[C@@H]1CN([C@H](C)CO)C(=O)CCCn2cc(nn2)CO[C@@H]1CN(C)C(=O)c1cc(-c2ccccc2)on1	4[16.7 µM]	nt	-6	-2	2	3	-9	nt
C[C@H](CO)N1C[C@H](C)[C@@H](CN(C)Cc2ccc3c(c2)OCO3)Oc2c(NS(C)(=O)=O)cccc2C1=O	27[16.7 µM]	0&-2	3&-11	-4&2	-9	7	-26	-1&0
C[C@H]1CN([C@@H](C)CO)C(=O)c2cc(NC(=O)CCC(F)(F)F)ccc2O[C@@H]1CN(C)Cc1ccc(Cl)c(Cl)c1	4[16.7 µM]	-3	-5	nt	24	nt	16	-3
CN1[C@@H]2c3ccc(-c4ccccc4)c(=O)n3C[C@H]1[C@H](CO)[C@H]2C(=O)NCC1CC1	-1[16.7 µM]	0	nt	1	14	nt	nt	-1
COCC#Cc1ccc([C@H]2[C@H](CO)N3CCCCN(S(=O)(=O)c4ccccc4C)C[C@@H]23)cc1	-5[16.7 µM]	0	3	12	0	nt	-8	1
COc1ccc(-c2nc(-c3ccccc3)nc(N3CCN(C)CC3)c2C#N)cc1	-16	nt	nt	nt	nt	-1	15	0
